NALP1 inh: blocks the NALP1 inflammasome reconstituted in yeast; inhibition, % at 10 µM; 280,000 compounds, 0.61% hits; S. cerevisiae NALP1/ASC/caspase-1 growth, X-gal OD620, 72 h; in the data active = inhibition mostly above about 24%, no sharp cut-off; inactive = mostly below about 32%; note: some compounds called inactive have numbers as strong as hits
OXTR agonist: agonists of human oxytocin receptor; P30559; CHO-OTR cells, Fluo-8 calcium fluorescence; normalized: DMSO 0%, oxytocin 100%; activation, % at 3 µM; 320,000 compounds, 0.32% hits; AID 2435;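 active = activation above the mean of all tested compounds plus 3 SD, cutoff set per screening run, cut at about 20% in these data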;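 note: peak over basal fluorescence ratio from a 100 s FLIPR kinetic read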
Target sequence (P30559 whole entry, looked up): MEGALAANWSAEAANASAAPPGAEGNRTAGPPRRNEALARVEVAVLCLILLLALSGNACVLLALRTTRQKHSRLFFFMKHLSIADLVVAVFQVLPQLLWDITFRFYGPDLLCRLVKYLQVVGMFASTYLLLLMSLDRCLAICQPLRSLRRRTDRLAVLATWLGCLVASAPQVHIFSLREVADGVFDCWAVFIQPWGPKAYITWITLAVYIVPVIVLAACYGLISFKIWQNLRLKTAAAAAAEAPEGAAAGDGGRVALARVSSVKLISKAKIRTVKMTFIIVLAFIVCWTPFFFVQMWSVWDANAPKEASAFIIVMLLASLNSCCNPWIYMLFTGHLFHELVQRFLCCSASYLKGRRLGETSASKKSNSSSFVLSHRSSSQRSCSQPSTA
V1R ag counter: counter-screen for oxytocin receptor agonists: human V1a receptor agonists. 320,000 compounds, 0.25% hits. P37288. activation, % at 3 µM. CHO-V1R cells, Fluo-8 calcium fluorescence, agonist mode; 0% DMSO, 100% 3 nM vasopressin;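 active = activation above the mean activation of all tested compounds plus 3 SD, per screening run, cut at about 20% in these data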;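 note: signal is peak over basal fluorescence ratio across a 100 second FLIPR read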
Target sequence (P37288 whole entry, looked up): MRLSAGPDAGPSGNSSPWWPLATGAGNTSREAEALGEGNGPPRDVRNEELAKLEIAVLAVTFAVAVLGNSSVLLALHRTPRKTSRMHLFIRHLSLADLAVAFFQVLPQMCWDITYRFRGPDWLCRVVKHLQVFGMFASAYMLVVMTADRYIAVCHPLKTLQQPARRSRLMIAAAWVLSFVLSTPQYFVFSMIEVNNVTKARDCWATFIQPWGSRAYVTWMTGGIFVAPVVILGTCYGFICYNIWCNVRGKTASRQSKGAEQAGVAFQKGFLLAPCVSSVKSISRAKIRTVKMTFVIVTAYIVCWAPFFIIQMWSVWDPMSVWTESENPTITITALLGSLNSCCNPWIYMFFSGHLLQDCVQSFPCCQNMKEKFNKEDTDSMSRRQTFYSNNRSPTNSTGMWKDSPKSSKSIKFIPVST
MEKK2 WT-MEK5: raises or lowers MEK5 binding to wildtype human MEKK2 PB1 domain; Q9Y2U5; bead flow cytometry, Alexa488-MEK5 binding to MEKK2 WT; actives lie on both sides; binding response (% of control), % at 10 µM; 290,000 compounds, 1.1% hits; AID 1531; in the data active = binding response below about 67% or above about 130%
PHOSPHO1 inh: inhibitors of human PHOSPHO1 phosphatase; Q8TCT1; recombinant PHOSPHO1, absorbance phosphatase assay; inhibition, % at 13.3 µM; AID 1565; 290,000 compounds, 1.1% hits; in the data active = inhibition above about 60%
Target sequence (Q8TCT1 whole entry, looked up): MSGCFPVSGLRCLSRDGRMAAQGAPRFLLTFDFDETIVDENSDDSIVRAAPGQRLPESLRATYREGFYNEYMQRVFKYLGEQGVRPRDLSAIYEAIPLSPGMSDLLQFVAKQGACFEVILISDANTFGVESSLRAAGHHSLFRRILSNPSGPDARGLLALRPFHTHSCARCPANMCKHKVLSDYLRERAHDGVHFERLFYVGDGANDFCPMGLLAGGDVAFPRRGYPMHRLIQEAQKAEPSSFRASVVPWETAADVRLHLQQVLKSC
MEKK2mut PB1 HTS: signal of MEK5 binding to mutant human MEKK2 PB1 domain | AID 1530 | bead flow cytometry, Alexa488-MEK5 binding to MEKK2 mutant | 290,000 compounds, 0.35% hits | percent response, % at 10 µM; in the data active = percent response above about 24%, passing the limit was not always enough; note: inactives centre near 1; some results filed as inactive read as strong as hits; reference of the scale not given here
GPR7 antagonist: antagonists of human GPR7 (neuropeptides B/W receptor 1). GPR7-expressing cells, fluorescence antagonist assay. inhibition, % at 4.4 µM. 290,000 compounds, 1.1% hits. AID 1861; in the data active = inhibition above about 16%, passing the limit was not always enough;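 note: cells stimulated with the agonist NPW; 0% = agonist with vehicle and 100% = vehicle without agonist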
MEKK3 PB1 HTS: modulators (inhibitors or enhancers) of MEK5 binding to human MEKK3 PB1 domain; Q99759; binding response (% of control), % at 10 µM; 290,000 compounds, 1.4% hits; AID 1529; bead-based flow cytometry, Alexa488-MEK5 binding to MEKK3; actives lie on both sides; 0 = blocked by unlabeled MEK5, 100 = vehicle;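 active = binding response more than 3 SD above or below the average of its plate-row segment, actives on both sides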;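 note: Alexa488 bead fluorescence after subtracting the streptavidin-only scavenger bead signal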
GalR3 antagonist: blocks the human galanin receptor 3 | O60755 | 360,000 compounds, 0.44% hits | HEK293 GalR3-CNG cAMP membrane potential fluorescence; galR3 body fused to GalR1 C-terminus | inhibition, % at 3 µM | AID 651719;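 active = inhibition above the screen-wide average plus 3 SD, cut at about 13% in these data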;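 note: forskolin and galanin both at EC90 stimulate the cells; cAMP rise reported by CNG channel membrane potential dye signal; 0% = forskolin plus galanin with DMSO and 100% = forskolin alone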
Numbers without * were called inactive; / = not tested or not shown; [ ] = remark or other dose.

SMILES	NALP1 inh	OXTR agonist	V1R ag counter	MEKK2 WT-MEK5	PHOSPHO1 inh	MEKK2mut PB1 HTS	GPR7 antagonist	MEKK3 PB1 HTS	GalR3 antagonist
COc1ccc(C)cc1-n1nnnc1SCn1nnc2ccccc2c1=O	-8	11	7.6	90	15	-1	-5	93	-5
O=C(c1ccccc1)c1c[nH]c(C(=O)C(Cl)(Cl)Cl)c1	-10	-0.6	0.6	98	8	1	-8	103	1
O=C(COc1ccc(F)cc1)N(CC1=CCS(=O)(=O)C1)c1ccccc1	7	-0.7	1.0	104	-23	4	-9	103	-2
CCOc1ccccc1N(CC(=O)Nc1ccc(S(=O)(=O)N2CCOCC2)cc1)S(=O)(=O)c1ccccc1	28	1.1	3.2	93	30	-4	3	96	/
CN1CCN(CC(O)COC(c2ccc(Cl)cc2)c2ccc(Cl)cc2)CC1 (configuration not stated)	22	11	8.2	125	36	7	21	100	-10
COCCNC(=O)c1ccc(NC(=O)C2(c3ccccc3)CCCC2)cc1	-6	1.6	2.9	83	30	-5	-5	85	4
Cc1ccc(C(=O)/C=C/c2ccc(-c3ccccc3[N+](=O)[O-])o2)cc1	36	-0.4	-0.1	82	53	-9	1	86	1
CC(=O)c1ccc(OCC(=O)NCC2(N3CCCCC3)CCCCC2)cc1	4	0.2	0.2	109	28	6	-16	106	0
COc1ccc(-c2nnc(SCC(=O)N3CCOCC3)o2)cc1	1	-0.4	0.2	101	-6	4	-16	102	0
COc1cccc(CNC(=O)CCC2CCCN(C(=O)c3ccc(C)nc3)C2)c1 (configuration not stated)	-12	0.4	0.5	96	48	-6	-16	103	6
CN(C)c1cc[n+](CC(=O)Nc2cccc([N+](=O)[O-])c2)cc1	-1	0.7	0.1	100	-39	1	-14	98	-5
CC1(C)CC(NC(=O)CC(c2ccccc2)c2ccccc2)CC(C)(C)N1	-2	0.7	0.4	99	-9	1	-7	92	-5
O=C(CNC(=O)c1ccc(Br)o1)NCc1ccccc1Cl	-9	/	/	99	36	2	-19	102	-2
CCOC(=O)N1CCC(N2CC34C=CC(O3)C(C(=O)Nc3ccc(F)cc3)C4C2=O)CC1 (configuration not stated)	0	0.5	0.8	84	-15	-5	-3	84	/
Cc1ccc(-c2nc(NCc3ccc(F)cc3)n(S(C)(=O)=O)n2)cc1	5	-1.6	-0.1	77	13	-18	7	82	-2
COc1ccc(OC)c(Cc2nnc(CCC(=O)NCc3nc4ccccc4s3)o2)c1	18	0.3	0.8	97	25	-5	-4	93	-1
CCOC(=O)c1cccc(NC(=O)c2c(NCc3ccccc3)[nH]c(=O)[nH]c2=O)c1	/	-1.3	0.4	97	/	1	/	98	-5
CCOc1cc(N2CCOCC2)c(OCC)cc1NC(=O)COC(=O)[C@H](Cc1c[nH]c2ccccc12)NC(C)=O	9	4.8	2.2	101	20	1	4	102	2
CCOC(=O)CCc1c(C)c2ccc(OCc3nn[nH]n3)c(C)c2oc1=O	-1	-0.1	-1.1	92	12	-2	-5	93	-6
Cc1c(CCOC(=O)c2cc([N+](=O)[O-])cc([N+](=O)[O-])c2)sc[n+]1CC(=O)c1ccccc1	6	6.8	0.1	112	-7	5	-8	101	-8
Cc1cc(OCC(=O)NCCc2ccc(S(N)(=O)=O)cc2)c2c(C)c(C)c(=O)oc2c1	12	-0.2	0.7	100	53	2	-4	99	-3
COCC(C)OC(=O)C(C#N)c1nc2ccccc2nc1N1CCN(Cc2ccccc2)CC1 (configuration not stated)	27	-1.0	0.2	98	7	-8	-1	98	-2
CC(=O)Nc1nc(SCC(=O)NCc2ccc(F)cc2)[nH]c(=O)c1NC(=O)c1cccs1	20	-0.8	0.9	89	-4	-9	-3	80	0
COc1ccc(-n2nc(C(=O)NCC(=O)NC3CCCCC3)c3ccccc3c2=O)c(OC)c1	-8	-1.8	-0.5	112	32	13	0	108	-11
NC(=O)Cc1nc2scc(-c3ccccc3)c2c(=O)[nH]1	0	1.1	1.0	88	13	-7	-3	95	-5
Cn1c(=O)c2c(SCC(=O)N3CCOCC3)nc(-c3ccccc3F)nc2n(C)c1=O	-2	0.1	-0.2	101	48	3	-10	102	12
Cc1cccc(OCC(=O)NC(=S)N2CCCc3ccccc32)c1	0	0.2	-0.1	102	10	1	0	101	-11
Cc1cc(C)cc(N(CC(=O)NC2CCCC2)C(=O)CNC(=O)c2cccs2)c1	2	1.6	0.6	102	32	4	3	101	-4
Cc1ccc(COn2c(-c3ccc(Cl)cc3Cl)nc3ncccc32)cc1	-7	-1.9	-1.5	94	-1	1	-5	100	-6
O=C(CCn1c2c(c3ccccc31)CCCC2)NNC(=O)c1cccc([N+](=O)[O-])c1	26	3.6	2.0	87	-1	-1	3	86	-1
CN1CCN(C2=C(Cl)C(=O)C(c3cnc(N4CCCCC4)s3)=C(Cl)C2=O)CC1	72*	1.4	0.9	94	-1	1	-3	79	/
Cc1ccc(-n2nc(C)c3c(C)c(CCC(=O)NCc4ccccc4)c(C)nc32)cc1	15	-0.4	-0.8	104	-9	12	-4	105	3
CCOC(=O)C1CCN(C(=O)c2cccc(NC3=NC4CS(=O)(=O)CC4S3)c2)CC1 (configuration not stated)	-16	-0.1	0.3	100	18	1	0	100	/
Cc1ccc(OCC(=O)N(Cc2cccc(Cl)c2)C2CCS(=O)(=O)C2)cc1C (configuration not stated)	17	2.9	3.0	102	48	1	-4	102	-1
Cn1cnc([N+](=O)[O-])c1Oc1ccccc1	23	-0.3	0.9	108	10	-2	-3	102	-5
CCOc1ccccc1NC(=O)c1ccccc1-c1nc(-c2ccccc2)no1	-2	-2.1	0.2	98	-4	-1	0	100	-6
CN1CCN(C(=O)C2CC(=O)N(c3ccc(F)c(Cl)c3)C2)CC1 (configuration not stated)	2	-0.5	-0.2	104	4	-3	-12	99	4
CCCC1(c2ccccc2)NC(=O)N(CC(=O)NCc2ccc(OC)cc2)C1=O (configuration not stated)	18	-0.2	1.1	102	33	4	-7	102	-10
CCn1c(C(=O)NCc2cccnc2)cc2sc(Cl)cc21	37	-0.3	0.3	/	7	/	6	/	-6
O=C(Nc1cc(C(=O)Nc2ccccc2C(=O)O)cc(C(=O)Nc2ccccc2C(=O)O)c1)c1ccccc1	6	-0.9	-1.0	111	20	11	-11	104	-4
CC(NS(=O)(=O)c1ccccc1)C(c1cccs1)N1CCN(C)CC1 (configuration not stated)	10	0.8	0.7	94	19	-7	-2	88	-4
COc1ccccc1OCc1ccc(C(=O)NC2CCCCC2)o1	4	-1.4	14	96	32	-1	-1	96	-9
CSc1cccc(NC(=O)c2ccc(Cl)nc2)c1	0	-2.0	2.4	97	24	-11	4	86	-4
CN(CC(=O)NCc1cccs1)CC(=O)Nc1ccc(F)c(F)c1F	-5	-0.6	0.2	111	32	10	-15	108	-2
COc1ccc(N(CC(=O)NCCc2ccc(OC)c(OC)c2)S(=O)(=O)c2ccc(OC)c(OC)c2)cc1	14	1.7	3.2	97	36	3	-26	98	-11
Cc1cc(=O)oc2c3c(cc(OCC(=O)NCCC(=O)N[C@@H](C)C(=O)O)c12)OC(C)(C)CC3	-4	/	/	101	16	1	-1	100	-9
CC(=O)N(CCc1ccccc1C)Cc1cc2ccc(C)cc2[nH]c1=O	3	1.2	7.1	108	16	4	22	105	-8
Cc1[nH]c(=O)[nH]c1C(=O)CCCCC(=O)O	27	0.8	-0.7	96	0	-1	5	87	6
COc1ccc(CC(=O)N(c2ccccc2)c2nc(C)cs2)cc1	41	-1.4	2.4	104	-4	-5	-5	96	-3
COc1cc2c(cc1OC)CN(C(=O)c1ccccc1C(=O)O)CC2	2	0.5	-0.2	99	-10	-3	-17	87	-4
CC(C)CCNC(=O)C(=O)NCc1ccccc1	6	-1.6	-0.3	53	25	-20	-11	49*[inhibitor]	-4
CCc1nc2c(cnn2-c2ccc(Cl)cc2)c(=O)n1-c1ccc2c(c1)OCCO2	1	0.7	1.3	96	-7	0	0	102	-1
COc1cccc(C(=O)Nc2ncc3c(n2)CC(C)(C)CC3=O)c1	2	1.2	-0.1	99	-16	0	-1	93	-5
NC(=O)NCCCC(=O)OCC(=O)c1ccc2ccccc2c1	-5	0.4	-0.2	98	9	-11	3	96	-4
CCOC(=O)/C(C#N)=C1/SC(C)C(=O)N1c1ccc(Br)cc1 (configuration not stated)	-10	1.0	-0.8	93	31	-3	9	98	-1
Cc1ccc(N2CC(=O)Nc3c(sc4nc(C)cc(C)c34)C2=O)cc1	-7	0.5	0.7	101	-8	-1	-7	96	1
CCOc1ccc(CC(=O)Nc2c(C(N)=O)oc3ccccc23)cc1OCC	1	1.9	4.2	97	-1	2	-14	98	-2
CCN1CCN(c2c(Cl)cccc2NC(=O)c2ccco2)CC1	/	-0.7	-0.3	115	-14	6	3	104	-5
COc1ccc(-c2nc(CSCC(=O)N3CCN(c4cccc(C)c4)C(C)C3)c(C)o2)cc1OC (configuration not stated)	14	-0.7	2.8	/	-37	/	-6	/	/
CCCCNC(=O)COC(=O)c1cc(C)nc2ccccc12	2	0.3	0.8	97	-9	-1	-2	98	-9
The results go on.
SMILES	NALP1 inh	OXTR agonist	V1R ag counter	MEKK2 WT-MEK5	PHOSPHO1 inh	MEKK2mut PB1 HTS	GPR7 antagonist	MEKK3 PB1 HTS	GalR3 antagonist
COc1cc(C(=O)NC(c2ccccc2)c2ccccc2)cc(OC)c1OC	17	-2.4	-0.5	106	/	3	-15	103	-1
COc1ccc(C2C(C(=O)N3CCCCC3)CC(=O)N2c2ccc(OC)cc2)cc1 (configuration not stated)	8	-0.3	-0.7	118	4	4	-8	127*	-4
CCCCCCC(=O)NNC(=O)CC(=O)Nc1ccccc1C(=O)O	20	1.0	1.4	100	-1	-1	0	122	-11
COc1ccc(C(=NNc2ccccc2C(=O)O)c2ccc(OC)cc2)cc1	26	-2.8	-1.1	99	2	0	-9	150*	-5
O=C(O)/C=C/c1ccc(S(=O)(=O)N2CCN(CCN3C(=O)C4C5C=CC(C5)C4C3=O)CC2)cc1 (configuration not stated)	/	1.2	0.2	105	33	11	-18	105	-7
CCN(CC)CCn1c(N)cc(=O)[nH]c1=O	13	0.1	1.4	100	-6	-3	-13	96	-7
COC(=O)NCc1ccc(S(=O)(=O)N2CCOCC2)cc1	10	-0.6	0.1	101	28	2	-9	100	-2
O=C(NCc1nc2ccccc2[nH]1)c1ccccc1F	9	-0.2	1.4	100	28	9	-4	103	-2
Cc1ccc(NC(=O)Cc2ccc(-n3cccc3)cc2)c(C)c1	23	-0.6	0.6	108	-28	-1	-4	105	1
COc1ccc(C)cc1NC(=O)c1ccc2c(=O)n3c(nc2c1)CCCCC3	10	0.9	1.8	98	58	1	-3	102	-7
COc1cc(CN2CCCC(C(=O)c3ccc4c5c(cccc35)CC4)C2)cc(OC)c1O (configuration not stated)	15	1.4	4.4	111	-32	1	5	86	5

In another format: entries from further up.
> CC(=O)Nc1nc(SCC(=O)NCc2ccc(F)cc2)[nH]c(=O)c1NC(=O)c1cccs1
  NALP1 inh: 20
  OXTR agonist: -0.8
  V1R ag counter: 0.9
  MEKK2 WT-MEK5: 89
  PHOSPHO1 inh: -4
  MEKK2mut PB1 HTS: -9
  GPR7 antagonist: -3
  MEKK3 PB1 HTS: 80
  GalR3 antagonist: 0
> CN1CCN(CC(O)COC(c2ccc(Cl)cc2)c2ccc(Cl)cc2)CC1 (configuration not stated)
  NALP1 inh: 22
  OXTR agonist: 11
  V1R ag counter: 8.2
  MEKK2 WT-MEK5: 125
  PHOSPHO1 inh: 36
  MEKK2mut PB1 HTS: 7
  GPR7 antagonist: 21
  MEKK3 PB1 HTS: 100
  GalR3 antagonist: -10

Assay outcomes as filed in PubChem.
